Compound activity as filed in PubChem.
H1N1 NS1A inhibition: H1N1 influenza NS1A inhibitors, functional cell based assay (AID 504329). 340,000 tested, 0.3% active. NS1A functional cell-based assay, percent inhibition; higher % means a stronger effect. one-dose inhibition, % at 12.5 µM; IC50 in µM for titrated hits; in the data active means a potency from the dose series; inconclusive means inhibition above about 27% without an active follow-up result; further: strong numbers were not always called active
M. tuberculosis: growth inhibition of non-replicating M. tuberculosis (AID 488890); 320,000 tested, 0.39% active; Mycobacterium tuberculosis non-replicating, growth inhibition; higher % means a stronger effect; one-dose inhibition, % at 25 µM; IC50 in µM for titrated hits; in the data active means a potency from the dose series; inconclusive means inhibition mostly from about 82% at the one dose, without a potency; inactive means the rest, 99 in 100 with inhibition below about 76%;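 further: plate controls were DMSO cells for no effect and high antibiotic wells for full effect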
inhibitors of VEEV: inhibitors of VEEV TC-83 cytopathic effect, confirmation, Vero cells (AID 588727); Vero cells, VEEV TC-83 cytopathic effect inhibition; higher % means a stronger effect; inhibition, % at 20 µM, or IC50 in µM where a hit was titrated; 350,000 tested, 0.13% active; in the data active means a potency from the dose series; inconclusive means inhibition mostly from about 14% at the one dose, without a potency; inactive means the rest, 99 in 100 with inhibition below about 12%; further: strong numbers were not always called active
M. tuberculosis HTS: M. tuberculosis growth inhibition, HTS (AID 449762) | M. tuberculosis H37Rv growth inhibition, 7H9 media; higher % means a stronger effect | inhibition, % at 25 µM; hits with a dose series show IC50 in µM | 330,000 tested, 0.59% active; in the data active means a potency from the dose series; inconclusive means inhibition above about 70% without an active follow-up result;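 further: bacterial growth assessed after seven days of incubation; strong numbers were not always called active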
Salmonella PhoP GFP: PhoP regulon inhibitors, Salmonella typhi PhoP promoter GFP reporter, confirmatory (AID 1850) | 310,000 tested, 0.33% active | Salmonella Typhi PhoP-promoter GFP reporter, fluorescence, 4 h; higher % means a stronger effect | inhibition, % at 50 µM, or IC50 in µM where a hit was titrated; in the data active means a potency from the dose series; inconclusive means inhibition mostly from about 25% at the one dose, without a potency; inactive means the rest, 99 in 100 with inhibition below about 19%;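 further: 0% = induced wells with vehicle and 100% = uninduced wells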
inhibitors of VEEV 10K pilot screen: second read-out of inhibitors of VEEV, no call of its own (marks repeat the call); inhibition, %; measured here: 10K pilot screen inhibition
* hit, by the source's call; i = inactive; ? = inconclusive; / = not tested or not shown.

SMILES | H1N1 NS1A inhibition | M. tuberculosis | inhibitors of VEEV | M. tuberculosis HTS | Salmonella PhoP GFP | others
CC(=O)c1ccc(N2CCN(S(=O)(=O)c3cn(C)c(C)n3)CC2)cc1 | 19% | -15% | 1.0% | -16% | -7%
OCCNCCCOc1cc(Cl)ccc1Cl | 0% | -1% | 0.5% | 0% | 4%
O=[N+]([O-])c1cccc(NC(=S)NCc2ccncc2)c1 | -2% | 10% | 0.6% | -1% | 8%
Cn1c(CCNC(=O)c2ccco2)nc2cc(NS(=O)(=O)c3ccccc3)ccc21 | 0% | -4% | 1.4% | -4% | 13%
CCOc1ccccc1N1CC(C(=O)Nc2c(C)n(C)n(-c3ccccc3)c2=O)CC1=O (stereo not given) | 7% | -8% | 0.6% | 3% | 4%
C=CCN=C(C)C1=C(O)C(C)OC1=O (stereo not given) | 8% | -10% | 0.5% | -1% | -9%
Cc1onc(-c2ccccc2)c1C(=O)NCc1cccc(Cl)c1 | 5% | -7% | i | -10% | -8%
CCCCC(=O)Nc1ccc(C(=O)Nc2ccc(S(=O)(=O)N3CCCC3)cc2)cc1 | 4% | 5% | i | 10% | -9% | inhibitors of VEEV 10K pilot screen=2.4
O=C(Nc1ccccc1-c1nc2ccccc2[nH]c1=O)c1cccs1 | 0% | 1% | 7.0% | 2% | 8%
Cc1cccc(-n2nc(C)c3c(C(=O)O)cc(-c4cccs4)nc32)c1 | 5% | 43% | 2.1% | 12% | -2%
COc1cccc(COC(=O)c2cc(S(=O)(=O)N3CCCCC3)ccc2N2CCOCC2)c1OC | -9% | 2% | 0.5% | 9% | 9%
O=C(CNC(=O)c1ccc(Cl)cc1Cl)OCn1nnc2ccccc2c1=O | -3% | 8% | 1.9% | 54% | 7%
O=C(CSc1nc2ccccc2n1Cc1ccccc1)N/N=C/c1ccccc1C(=O)O | -8% | 17% | 1.7% | 4% | -6%
O=C(CCCN1C(=O)/C(=C\c2ccco2)SC1=S)Nc1ccc(O)cc1C(=O)O | 6% | 3% | 1.4% | 3% | -4%
COP(=O)(OC)/C(C=O)=N/Nc1ccc([N+](=O)[O-])cc1 | 2% | 39% | i | -4% | 3%
COc1ccc(CN(Cc2ccc(C(=O)O)cc2)C(=S)Nc2ccc(C)cc2)cc1OC | -7% | -2% | 1.7% | 4% | -3%
O=C1c2ccccc2C(=O)N1Cc1nc(-c2ccccn2)no1 | -2% | 3% | 0.2% | -9% | 4%
COc1ccc(CNC(=O)C2(CC3CC(c4ccccc4)=NO3)CCNCC2)cc1 (stereo not given) | 2% | 32% | i | -3% | 16%
CCN(CC)S(=O)(=O)c1cccc(C(=O)NCC2CCCCC2)c1 | -8% | 9% | 1.3% | -5% | 4%
O=C(CCC1CCCCC1)Nc1c2c(nn1-c1ccc(F)cc1)CS(=O)C2 (stereo not given) | 1% | / | i | -9% | -7%
CCOCCCn1c(C)nc2c(c1=O)c1nc3ccccc3nc1n2CCC1=CCCCC1 | 1% | 63% | 7.9% | ? | -5%
CN(C)/N=C/c1ccc(Sc2ccc([N+](=O)[O-])cc2[N+](=O)[O-])o1 | -7% | 14% | i | 6% | 2%
Cc1n(Cc2ccccc2)c2ccccc2[n+]1Cc1ccccc1 | 1% | 8% | i | 3% | -4%
CCNC(=O)COc1ccc(/C=N/NC(=O)c2cccnc2)cc1OC | -1% | 8% | 1.6% | 3% | 0%
COc1ccc(NC(=O)C2CC2)cc1-n1cnnn1 | 3% | -3% | 0.4% | 1% | -8%

14 entries from above, sorted by number of heavy atoms, ascending.
SMILES | H1N1 NS1A inhibition | M. tuberculosis | inhibitors of VEEV | M. tuberculosis HTS | Salmonella PhoP GFP | others
C=CCN=C(C)C1=C(O)C(C)OC1=O (stereo not given) | 8% | -10% | 0.5% | -1% | -9%
OCCNCCCOc1cc(Cl)ccc1Cl | 0% | -1% | 0.5% | 0% | 4%
COc1ccc(NC(=O)C2CC2)cc1-n1cnnn1 | 3% | -3% | 0.4% | 1% | -8%
O=[N+]([O-])c1cccc(NC(=S)NCc2ccncc2)c1 | -2% | 10% | 0.6% | -1% | 8%
Cc1onc(-c2ccccc2)c1C(=O)NCc1cccc(Cl)c1 | 5% | -7% | i | -10% | -8%
Cc1n(Cc2ccccc2)c2ccccc2[n+]1Cc1ccccc1 | 1% | 8% | i | 3% | -4%
Cc1cccc(-n2nc(C)c3c(C(=O)O)cc(-c4cccs4)nc32)c1 | 5% | 43% | 2.1% | 12% | -2%
CCNC(=O)COc1ccc(/C=N/NC(=O)c2cccnc2)cc1OC | -1% | 8% | 1.6% | 3% | 0%
O=C(CNC(=O)c1ccc(Cl)cc1Cl)OCn1nnc2ccccc2c1=O | -3% | 8% | 1.9% | 54% | 7%
O=C(CCCN1C(=O)/C(=C\c2ccco2)SC1=S)Nc1ccc(O)cc1C(=O)O | 6% | 3% | 1.4% | 3% | -4%
Cn1c(CCNC(=O)c2ccco2)nc2cc(NS(=O)(=O)c3ccccc3)ccc21 | 0% | -4% | 1.4% | -4% | 13%
CCOc1ccccc1N1CC(C(=O)Nc2c(C)n(C)n(-c3ccccc3)c2=O)CC1=O (stereo not given) | 7% | -8% | 0.6% | 3% | 4%
CCOCCCn1c(C)nc2c(c1=O)c1nc3ccccc3nc1n2CCC1=CCCCC1 | 1% | 63% | 7.9% | ? | -5%
COc1cccc(COC(=O)c2cc(S(=O)(=O)N3CCCCC3)ccc2N2CCOCC2)c1OC | -9% | 2% | 0.5% | 9% | 9%

(listing goes on)
SMILES | H1N1 NS1A inhibition | M. tuberculosis | inhibitors of VEEV | M. tuberculosis HTS | Salmonella PhoP GFP | others
O=c1c2nnn(-c3ccc(Br)cc3)c2ncn1Cc1ccccn1 | 8% | 1% | 0.1% | 5% | -3%
O=C(NC1CCCC1)C1CCCN1C(=O)Nc1ccccc1 (stereo not given) | 8% | -15% | 0.5% | -8% | 2%
O=C(NCc1ccccc1)c1nc2ccccc2s1 | 6% | 80% | 1.2% | 4% | 5%
CCOc1ccccc1NC(=O)COC(=O)CC(NC(N)=O)c1ccc(Cl)cc1 (stereo not given) | 1% | 18% | i | 3% | -2%
COc1ccc(CN2CCn3ncc(C(=O)Nc4cc(C)cc(C)c4)c3C2=O)cc1 | 5% | 1% | 0.6% | 7% | -2%
Cc1cc(C(C#N)c2cccc(Cl)c2)n2ncnc2n1 (stereo not given) | -1% | 27% | 1.1% | 4% | 2%
COc1cc(O)c2c(c1)COC2=O | -7% | 2% | 2.2% | 4% | -1%
Cc1ccc(NC(=O)COC(=O)c2ccc(Cl)nc2)cc1S(=O)(=O)N1CCCCC1 | 6% | 18% | 1.0% | 0% | /
COc1ccc(CCNC(=O)c2cc(C)oc2C)cc1 | 11% | -2% | 0.9% | 1% | -13%
Cc1noc(/C=C/N(C)C)c1S(=O)(=O)N1CCCC(C(=O)NCc2ccc(Cl)cc2)C1 (stereo not given) | -37% | 67% | i | 2% | -5% | inhibitors of VEEV 10K pilot screen=2.7
COc1cc(/C=N/NC(=O)c2cnn3c(C)cc(-c4ccccc4)nc23)ccc1O | 3% | 16% | 7.1% | -1% | -6%
COc1ccc(S(=O)(=O)NCC2CC3C=CC2C3)cc1OC (stereo not given) | -3% | 0% | 2.1% | 1% | -2%
O=C(OC1CCS(=O)(=O)c2sccc21)c1ccccc1 (stereo not given) | -2% | -2% | 0.2% | 2% | 3%
COC(=O)C1CC2(C(=O)OC)CC(C(=O)OC)(CC(C(=O)OC)C2=O)C1=O (stereo not given) | 4% | / | 1.4% | / | /
O=C(O)c1ccc2c(c1)N(Cc1ccccc1)C(=O)c1ccccc1S2=O (stereo not given) | -8% | 14% | 0.5% | -12% | -5%
C#CCOCCOCCOCCNc1nc(N2CCN(C(=O)[C@H](CCC(=O)O)n3cc([C@@H](N)[C@H](C)CC)nn3)CC2)nc(N2CCN(C(=O)[C@H](CCC(=O)O)n3cc([C@@H](N)CCSC)nn3)CC2)n1 | -2% | -9% | i | 3% | /
CC1CCN(S(=O)(=O)c2ccc(NC(=O)C3CCCCC3C(=O)O)cc2)CC1 (stereo not given) | 0% | / | 0.3% | / | /
Cc1nc2nc(SCC(=O)N3CCC4(CC3)OCCO4)nn2c(C)c1Cc1ccccc1 | -3% | 30% | 0.1% | 11% | 1% | inhibitors of VEEV 10K pilot screen=0.9
Cc1ccc(C2NC(=O)c3sc(=S)n(-c4ccccc4)c3N2)cc1 (stereo not given) | 3% | 20% | i | -5% | 0%
O=C(NCc1nnc2c(C(F)(F)F)cc(Cl)cn12)c1cccnc1 | -12% | 3% | 2.5% | -4% | -4%
Cc1sc(NC(=O)c2cc(-c3ccc(Cl)cc3)nc3ccccc23)c(C(N)=O)c1C | -1% | 51% | 11% | 15% | -6%
COc1ccccc1C(=O)Nc1ccc(S(=O)(=O)N2CCOCC2)cc1 | 7% | 2% | 7.8% | 6% | 12%
Cc1ccc(NC(=O)C(=O)NCc2ccc(/C=N/NC(=O)c3c(C)nc4ccccn34)o2)cc1 | 3% | -22% | 1.1% | 8% | -5%
Cc1cc(S(=O)(=O)NCc2ccccc2)ccc1OCC(=O)NCc1ccccn1 | 12% | -1% | 0.1% | 0% | 2%
COCCN(C(=O)CSc1nncn1-c1ccccc1)c1c(N)n(Cc2ccccc2)c(=O)[nH]c1=O | 1% | -2% | 0.6% | -3% | -1%

Of the compounds above, 3 contain a nitro group on carbon.
SMILES | H1N1 NS1A inhibition | M. tuberculosis | inhibitors of VEEV | M. tuberculosis HTS | Salmonella PhoP GFP | others
O=[N+]([O-])c1cccc(NC(=S)NCc2ccncc2)c1 | -2% | 10% | 0.6% | -1% | 8%
COP(=O)(OC)/C(C=O)=N/Nc1ccc([N+](=O)[O-])cc1 | 2% | 39% | i | -4% | 3%
CN(C)/N=C/c1ccc(Sc2ccc([N+](=O)[O-])cc2[N+](=O)[O-])o1 | -7% | 14% | i | 6% | 2%

(further entries)
SMILES | H1N1 NS1A inhibition | M. tuberculosis | inhibitors of VEEV | M. tuberculosis HTS | Salmonella PhoP GFP | others
Cc1ccc(-n2nc(C)c3c2OC(N)=C(C#N)C3c2ccco2)cc1 (stereo not given) | 16% | -2% | 4.8% | -5% | -5%
Cc1ccc(N(C)S(=O)(=O)c2csc(C(N)=O)c2)cc1C | -24% | -3% | 0.6% | -4% | 1%
O=C(CCNS(=O)(=O)c1ccccc1)NNC(=O)COc1ccc(Cl)cc1 | -7% | -7% | 0.8% | 0% | /
CC(C)CCOP(=O)(c1ccc(N(C)C)cc1)C(O)c1ccccc1 (stereo not given) | -8% | 14% | 0.3% | 5% | 3%
CC1(C)CN2C(=O)c3ccccc3C2(C)S1 (stereo not given) | -11% | 13% | 1.8% | 2% | 3%
COc1ccc(-n2nnnc2SCC(=O)c2cc3ccccc3o2)cc1 | 3% | 0% | 1.9% | 8% | 10%
COc1ccc(CNC(=O)C(NS(=O)(=O)c2ccc3c(c2)CCCN3C(C)=O)C(C)C)cc1 (stereo not given) | 6% | -9% | i | -2% | 1%
COc1cccc(-c2ccc(NC(=O)C3CCCN(Cc4cnc(C)n4C)C3)cc2)c1 (stereo not given) | 2% | 30% | 20µM* | 0% | -3%
COc1ccc(C(=O)N2CCN(S(=O)(=O)c3ccccc3)CC2)c(OC)c1 | 4% | 9% | 0.4% | 7% | 2%
Cc1ccc(Nc2n[nH]c(C)c2[N+](=O)[O-])cc1C | 6% | 0% | 2.3% | 7% | -10%
Cc1cccc(C)c1NC(=O)COC(=O)/C=C/c1ccc(S(=O)(=O)N2CCOCC2)cc1 | -7% | -5% | 7.9% | -4% | /
COc1ccccc1-c1cc(=O)c2c(O)ccc([N+](=O)[O-])c2o1 | -17% | 13% | 6.3% | ? | 2%
CC(CCc1ccccc1)NC(=O)c1ccccc1Cl (stereo not given) | 1% | -7% | i | 4% | 0%
Cc1nn(C)cc1CNC(=O)Nc1ccc(Br)cc1Cl | 1% | 3% | 4.7% | 6% | 10%
